BaF3 tox – counter-screen for JAK2V617F inhibitors: parental Ba/F3 viability inhibitors | 220,000 compounds, 1.1% hits | inhibition, % at 5.6 µM | AID 1486 | CellTiter-Glo ATP luminescence;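 active means inhibition above a per-campaign cutoff, the mean inhibition of all tested compounds plus 3 SD, cut at about 27% in these data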;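 further: 0% = DMSO wells and 100% = JAK Inhibitor I control wells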
Ba/F3 V617F tox – loss of viability in JAK2V617F-driven Ba/F3 cells; 220,000 compounds, 1.1% hits; Ba/F3 EpoR-JAK2V617F viability, ATP luminescence; inhibition, % at 5.6 µM;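 active means inhibition above the campaign mean plus 3 SD over all tested compounds, cut at about 24% in these data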;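 further: cytokine-independent growth of Ba/F3 cells driven by EpoR plus mutant JAK2; 0% = DMSO-treated cells and 100% = JAK inhibitor I control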
eIF4E-4G inh – eIF4E/eIF4G interaction inhibition in translation initiation; AID 782; inhibition, % at 21.7 µM; TR-FRET eIF4E-eIF4GI(517-606) binding, 2 h; P63073+Q04637; 220,000 compounds, 0.37% hits;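 active means inhibition above about 30%, limit read from the data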;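 further: 0% = full FRET control wells and 100% = background wells lacking eIF4GI fragment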
PERK inhibitor – blocks human PERK kinase; 220,000 compounds, 0.17% hits; CHO PERK-DD fusion, SEAP luminescence translation reporter; inhibition, % at 5.6 µM; Q9NZJ5; AID 1416;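 active means inhibition above the mean inhibition of all tested compounds plus 3 SD, set separately per screening campaign, cut at about 2.9% in these data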;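 further: PERK kinase domain activated by AP20187 dimerizer at 100 nM; 0% = DMSO with dimerizer and 100% = rapamycin at 8.4 µM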
S1P4 ag – agonists of human S1P4 receptor | S1P4-expressing cell line, agonist reporter assay | activation, % at 4.98 µM | 220,000 compounds, 0.35% hits | AID 1509; in the data active means activation above about 11%;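 further: 0% = DMSO vehicle and 100% = reference agonist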
Target sequence (O95977 whole entry, looked up): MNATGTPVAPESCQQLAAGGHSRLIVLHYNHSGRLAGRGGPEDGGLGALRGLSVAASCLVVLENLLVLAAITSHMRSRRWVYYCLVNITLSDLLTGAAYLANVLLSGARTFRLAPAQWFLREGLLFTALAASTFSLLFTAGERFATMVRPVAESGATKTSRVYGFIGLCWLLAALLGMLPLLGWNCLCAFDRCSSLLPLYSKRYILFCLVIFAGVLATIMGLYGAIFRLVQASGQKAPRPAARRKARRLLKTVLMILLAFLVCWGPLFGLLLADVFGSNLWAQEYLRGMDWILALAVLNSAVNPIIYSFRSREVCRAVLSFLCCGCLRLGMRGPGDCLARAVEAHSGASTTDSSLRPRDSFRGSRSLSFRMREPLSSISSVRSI
NPY-Y2 PAM-ag – human NPY-Y2 potentiation or agonism, primary screen; P49146; cells expressing NPY-Y2, potentiator/agonist read-out; activation, % at 3.6 µM; 220,000 compounds, 0.45% hits; AID 1359; in the data active means activation above about 27%;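 further: cells stimulated with NPY near EC25 plus isoproterenol at EC100; 0% = vehicle plus submaximal agonist and 100% = vehicle plus saturating agonist; some results beyond the cut were filed as inactive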
Mdm2 ligase inh – inhibitors of human Mdm2 E3 ubiquitin ligase; Q00987; cell-based MDM2 ubiquitination luciferase reporter, 2 h; 0 = plate control, 100 = twice control, blank-subtracted; signal enhancement, % at 5 µM; 210,000 compounds, 0.11% hits;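 active means signal enhancement of 30% or more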;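 further: luminescence tracks abundance of the self-degrading MDM2-luciferase fusion protein; higher signal means inhibition of MDM2 E3 ligase activity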
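Material: stable MDM2–luciferase fusion reporter cells / Quantity: 2000 cells/well / Dosing: single 5 µM compound dose, 0.2% final DMSO / Buffer or medium: DMEM / Schedule: 4 h cell settling then 2 h compound exposure, 37 °C / Detection: luminescence with SteadyLite reagent, 15 min at room temperature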
Wee1 degr inh – inhibitors of human Wee1 degradation. 220,000 compounds, 1.2% hits. reporter increase, % at 5 µM. P30291. HeLa Luc-Wee1K328M stability, luciferase luminescence; 100% = proteasome inhibitor MG132 effect. AID 1321;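 active means activation above the mean of all tested compounds plus 3 SD, set per screening run, cut at about 8.8% in these data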;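 further: cells exposed to compound for 20 h before luminescence read; 0% = DMSO alone and 100% = MG132 at 30 µM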
Target sequence (P30291 whole entry K328M): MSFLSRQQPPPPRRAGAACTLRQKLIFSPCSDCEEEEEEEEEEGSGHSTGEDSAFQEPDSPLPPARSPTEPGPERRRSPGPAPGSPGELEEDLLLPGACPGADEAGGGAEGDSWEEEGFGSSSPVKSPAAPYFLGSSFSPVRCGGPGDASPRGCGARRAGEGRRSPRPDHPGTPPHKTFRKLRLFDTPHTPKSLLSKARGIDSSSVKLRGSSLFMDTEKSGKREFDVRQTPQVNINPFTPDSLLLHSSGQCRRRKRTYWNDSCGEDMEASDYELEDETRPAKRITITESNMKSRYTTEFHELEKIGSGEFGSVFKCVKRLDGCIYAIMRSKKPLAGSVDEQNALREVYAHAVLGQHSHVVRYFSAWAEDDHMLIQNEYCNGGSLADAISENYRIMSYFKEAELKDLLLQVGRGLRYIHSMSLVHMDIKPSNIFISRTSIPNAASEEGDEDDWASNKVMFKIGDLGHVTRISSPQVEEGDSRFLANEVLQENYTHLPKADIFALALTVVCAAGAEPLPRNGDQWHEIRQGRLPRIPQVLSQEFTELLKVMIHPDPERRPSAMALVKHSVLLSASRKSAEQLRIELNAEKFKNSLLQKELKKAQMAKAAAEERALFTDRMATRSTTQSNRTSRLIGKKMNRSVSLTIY
S1P4 antagonist – human S1P4 receptor antagonism; S1P4-expressing cells, antagonist mode, reporter read-out; 220,000 compounds, 0.26% hits; O95977; AID 1510; inhibition, % at 4.98 µM; in the data active means inhibition above about 29%;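 further: 0% = wells stimulated with agonist and 100% = vehicle wells without agonist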
An asterisk follows results filed as active; nt = not tested or not shown; [ ] = dose if it differs, or a comment.

SMILES | BaF3 tox | Ba/F3 V617F tox | eIF4E-4G inh | PERK inhibitor | S1P4 ag | NPY-Y2 PAM-ag | Mdm2 ligase inh | Wee1 degr inh | S1P4 antagonist
CC1(C)Cc2c(c(-c3ccccc3Cl)[nH]c(=O)c2C#N)CO1 | 4 | 1 | -1 | 0.1 | 0.9 | -3 | -12 | 1 | -22
O=C(NCCN1CCOCC1)c1ccc2c(c1)N(Cc1ccccc1)C(=O)CS2 | 1 | -5 | -2 | -0.2 | 1.9 | -5 | -6 | 2 | -2
CC/C(=N/Nc1ccccc1)c1cnnc(SC)n1 | 1 | -1 | 8 | -0.1 | -0.4 | -11 | -3 | 0 | -10
CCOc1cc(N2CCOCC2)c(OCC)cc1NC(=O)c1oc2ccccc2c1C | 5 | 1 | 7 | 0.4 | 0.1 | -9 | 5 | -4 | 4
CC(C)c1nnc(NC(=O)c2sc3ccccc3c2Cl)s1 | -2 | 0 | 6 | 0.5 | 0.8 | 1 | -23 | 2 | -17
COc1cc(/C=C/C2=CC(C)(C)NC(=S)N2)cc(OC)c1OC | 6 | -1 | 1 | 0.8 | 2.2 | -8 | -2 | 0 | -13
COc1ccc(Cn2cccc(NC(=O)Nc3cccc(C#N)c3)c2=O)cc1 | 2 | 7 | 11 | -1.3 | -0.9 | 14 | -21 | -5 | -3
COc1ccc(-c2ccc(=O)n(CC(=O)N3CCN(c4ccccc4OC)CC3)n2)cc1 | 1 | -3 | nt | -0.3 | -1.7 | 0 | nt | -1 | -20
Cc1cc(Br)ccc1NC(=O)CCSc1ccccc1 | 5 | 3 | -4 | -1.8 | -0.1 | -17 | -3 | 1 | -6
Nc1ccccc1SC1CC(=O)N(c2ccc3c(c2)OCCO3)C1=O (centres undefined) | -3 | -3 | -2 | -0.3 | -2.7 | 7 | -10 | 3 | 2
O=C(CCn1cnnn1)Nc1ccccc1 | 8 | -2 | 3 | 1.1 | 0.0 | 21 | 3 | 0 | -7
CC(=O)Nc1ccc2c(c1)C(=O)N(c1cccc(C)c1)C2=O | -3 | 1 | 2 | 1.4 | 0.3 | 0 | nt | -2 | -7
N#CC1=C2N=C(N)c3ccccc3N2C2=C(C(=O)CCC2)C1c1ccc(Cl)cc1 (centres undefined) | 6 | -1 | -3[fluorescence artefact?] | -0.4 | 1.2 | 6 | nt | -2 | 13
CCOC(=O)c1c(NC(=S)NCC2CCCO2)sc(C)c1C (centres undefined) | 3 | -3 | 1 | 0.9 | -0.9 | 2 | 4 | 0 | -19
COc1ccc(CNC(=O)c2cc(COc3c(F)cccc3F)on2)cc1OC | 3 | 0 | 0 | 1.4 | 1.8 | -3 | -16 | -2 | -16
Nc1ccccc1S(=O)(=O)c1ccccc1N | 4 | -1 | 1 | 1.3 | 0.0 | -9 | -16 | 0 | -1
COc1cc(NC(=O)c2cccs2)ccc1NC(=O)c1cc2ccccc2o1 | 0 | -3 | -2 | 0.2 | 1.1 | 0 | 3 | -2 | -15
Cc1noc(C(=O)Nc2c(C)n(C)n(-c3ccccc3)c2=O)c1Cl | 7 | -2 | 1[fluorescence artefact?] | 0.9 | -0.3 | 8 | -3 | -2 | -5
CCC1C(=NO)C(CC)C(c2ccccc2)NC1c1ccccc1 (centres undefined) | 9 | 6 | 3 | -0.6 | -1.4 | -6 | -3 | 3 | 4
O=C(CCNS(=O)(=O)c1cccc2nsnc12)NC1CCN(Cc2ccccc2)CC1 | 2 | -4 | 2[fluorescence artefact?] | 1.4 | -2.3 | 7 | 6 | 2 | 2
CC(/C=N/n1c(-c2ccccc2)n[nH]c1=S)=C\c1ccco1 | 2 | 1 | -2[fluorescence artefact?] | 0.4 | -1.7 | -1 | 0 | 5 | 3
O=C(Nc1cccc(-c2nc3ncccc3o2)c1)c1ccccc1 | 3 | 0 | -2 | 0.7 | 1.1 | 14 | -8 | -3 | -6
Cc1nn(-c2ccccc2)c(Cl)c1/C=N/NC(=O)c1ccc(CNc2ccccc2)o1 | 1 | -1 | 0[fluorescence artefact?] | -1.5 | -3.1 | -8 | -17 | -1 | -8
CCN(CCCNC(=O)CN(C)S(=O)(=O)c1ccc2c(c1)CCC(=O)N2)c1cccc(C)c1 | 4 | 1 | -1 | -0.4 | 1.8 | -4 | -5 | 0 | 3
COc1ccc(-n2c(SC(CN3CCCCC3)CN3CCCC3=O)nc3ccccc3c2=O)cc1 (centres undefined) | 6 | 1 | 5 | 0.6 | 2.8 | -19 | -9 | 0 | -1
COc1ccc(NC(=O)CN2CCN(C3c4ccccc4-c4ccccc43)CC2)c(OC)c1 | 3 | 2 | -1 | -0.7 | 1.8 | -14 | 2 | 0 | -54
Cc1c(/C=C/C(=O)c2cccs2)cnn1C | 15 | 2 | 6 | -0.4 | 3.1 | 7 | -2 | 0 | -20
Cc1nc(-c2nnc(SCC(=O)Nc3cc(C(F)(F)F)cc(C(F)(F)F)c3)n2C)cs1 | -6 | -1 | 0 | 1.2 | -0.2 | 0 | 2 | 2 | -1
CCOC(=O)c1ccc(NC(=O)C(=O)NCC2CCCO2)cc1 (centres undefined) | -1 | 0 | -2 | 1.0 | 0.3 | -8 | 6 | -2 | -7
CC(C)c1cc(NCc2ccccn2)n2c(nc3ccccc32)c1C#N | 2 | -2 | 0 | 0.5 | 1.4 | -13 | -25 | 3 | 13
COCCNC(=O)CN1CCN(Cc2cccc(Cl)c2)C1=O | 2 | -2 | -2 | 0.7 | -3.0 | 5 | -8 | 2 | -13
CCN(CC)CCN(C(=O)c1c(F)cccc1F)c1nc2cc(C)cc(C)c2s1 | 10 | 4 | -4 | 1.1 | -0.1 | -8 | -10 | -3 | 2
COc1cccc(OCc2nnc(SCC(=O)NCc3ccco3)n2C)c1 | 1 | 2 | 9 | 0.6 | -1.6 | 14 | -19 | -1 | -11
CCCCCn1c(SCC(=O)OCC)nc2cc(C(=O)N3CCC(C(N)=O)CC3)ccc2c1=O | -3 | -2 | 1 | -0.3 | 1.1 | -15 | -15 | 2 | -8
O=C(c1nn(-c2ccccc2)c(=O)c2ccccc12)N1CCN(c2ncccn2)CC1 | 4 | 1 | 0 | -0.9 | -0.5 | 2 | -1 | 1 | -8
CSc1cccc(CN2CCCC(CNC(=O)c3ccc(F)cc3)C2)c1 (centres undefined) | 3 | 1 | 2 | 0.2 | -0.3 | 10 | -9 | 2 | 0
COc1cc(Br)c(CCNC(=O)c2ccco2)cc1OC | 7 | 3 | 2 | 1.3 | -0.9 | 11 | 5 | -3 | -11
O=C(CCc1nnc(CCCCc2ccccc2)o1)NC(c1cccnc1)C(F)(F)F (centres undefined) | 6 | 2 | -4 | 0.4 | -0.5 | 5 | -18 | 0 | -10
Cc1ccc(C(=O)N2CCN(c3ccc([N+](=O)[O-])c(NCc4cccnc4)c3)CC2)cc1 | 6 | 4 | 2 | -1.1 | -0.7 | 0 | -3 | -3 | 9
COc1ccccc1-c1nc(-c2ccc(Br)o2)no1 | 4 | -4 | 0 | 1.0 | 0.3 | 7 | -29 | 1 | -23
Cc1ccc(NC(=O)CCCN2C(=O)c3cccc4cccc(c34)C2=O)cc1 | -2 | -1 | 5 | 0.5 | -0.1 | -10 | nt | 2 | -10
Oc1c(C(c2ccco2)N2CCC3(CC2)OCCO3)sc2ncnn12 (centres undefined) | 2 | -2 | 3 | 1.0 | -1.8 | -3 | -3 | 2 | -3
Cc1ccc(C#N)c(SCC(=O)Nc2nccs2)n1 | 5 | 1 | -3 | 0.3 | -0.3 | -3 | -46 | 7 | -9
CN1CCN(C(=O)CCn2nc(-c3ccccc3)c3ccccc3c2=O)CC1 | 2 | 1 | 2 | -1.5 | 3.8 | -9 | -2 | 0 | -11
COc1ccc(-c2csc(=Nc3ccccc3)n2CCO)cc1 | 1 | 0 | 0 | -0.4 | 1.8 | 13 | 0 | 2 | -15
Cc1nn(-c2ccc(F)cc2)c2c1cc(C#N)c1nc3ccccc3n12 | 9 | 5 | 8 | 0.8 | -1.2 | -7 | -14 | -1 | -14
O=C(COC(=O)/C=C/c1cn(-c2ccccc2)nc1-c1ccc2c(c1)OCCO2)NC1CCS(=O)(=O)C1 (centres undefined) | -11 | 3 | -15 | 0.2 | -0.6 | -12 | nt | 2 | 0
Cn1c(=O)c(C(=O)CSc2ccccc2)c(N)n(Cc2ccccc2)c1=O | -1 | -1 | -1 | 1.2 | 0.0 | -1 | -6 | -1 | -8

Structures from the list above containing an NH in an aromatic ring, in the order listed:
SMILES | BaF3 tox | Ba/F3 V617F tox | eIF4E-4G inh | PERK inhibitor | S1P4 ag | NPY-Y2 PAM-ag | Mdm2 ligase inh | Wee1 degr inh | S1P4 antagonist
CC1(C)Cc2c(c(-c3ccccc3Cl)[nH]c(=O)c2C#N)CO1 | 4 | 1 | -1 | 0.1 | 0.9 | -3 | -12 | 1 | -22
CC(/C=N/n1c(-c2ccccc2)n[nH]c1=S)=C\c1ccco1 | 2 | 1 | -2[fluorescence artefact?] | 0.4 | -1.7 | -1 | 0 | 5 | 3

(list continues)
SMILES | BaF3 tox | Ba/F3 V617F tox | eIF4E-4G inh | PERK inhibitor | S1P4 ag | NPY-Y2 PAM-ag | Mdm2 ligase inh | Wee1 degr inh | S1P4 antagonist
Nc1nnc(C(F)(F)F)s1 | 5 | 3 | 3 | 1.7 | -0.9 | -22 | -7 | 0 | 0
O=c1[nH]cc([N+](=O)[O-])cc1Br | 8 | 1 | -2 | -0.5 | 1.0 | 7 | -16 | -1 | 13
O=C1Nc2cc(Cl)ccc2C1(N1CCNCC1)C(F)(F)F (centres undefined) | 2 | 3 | -2 | -1.0 | 2.0 | 10 | -15 | 0 | 5
Cc1cc(C)cc(S(=O)(=O)c2cnc3ccccc3n2)c1 | 2 | -3 | 16 | 0.8 | -1.2 | -2 | -6 | 2 | -8
CC(C)C(=O)Nc1ccc(Sc2ccc(F)cc2)cc1 | 0 | 3 | -1 | -0.9 | -4.8 | -12 | -6 | 0 | -28
CCC1CCCCN1C(=O)CN1C(=O)CSC1=O (centres undefined) | 3 | -1 | -12[fluorescence artefact?] | 0.7 | -2.6 | -7 | nt | -1 | -6
Cc1ccc(NC(=O)Cn2nnc(-c3ccccc3NC(=O)c3cccs3)n2)cc1 | 5 | 0 | -19 | 0.5 | 2.2 | 0 | -9 | 14* | 6
Cc1cccc(-c2cc3nc(-c4ccccc4)cc(N4CCC5(CC4)OCCO5)n3n2)c1 | 4 | 3 | 4 | -1.5 | 2.2 | -20 | -14 | 2 | -10
O=C(Nc1ccccc1)NC1(C(=O)N2CCN(c3ncccn3)CC2)CCCCC1 | -2 | -3 | 4 | 0.0 | 1.0 | 4 | -10 | 0 | -13
COc1cccc(N(C(=O)Cn2nnc(-c3ccc(Cl)cc3)n2)C(C(=O)NCC2CCCO2)c2ccc(C)cc2)c1 (centres undefined) | 2 | -1 | 2 | 0.2 | 3.0 | 1 | -3 | 7 | 2
CC1C=CCC2C(=O)N(c3cccc(C(=O)N4CCN(c5ccc(F)cc5)CC4)c3)C(=O)C12 (centres undefined) | 3 | -1 | 8 | -0.1 | 0.8 | 6 | -7 | 0 | 5
CCc1cc(=O)oc2cc(OCc3nn[nH]n3)ccc12 | 2 | -4 | 7 | 0.7 | 0.0 | 2 | -4 | -1 | -13
COC(=O)c1nnn(CC(=O)NC(=O)Nc2ccccc2)c1C(=O)OC | 4 | -2 | 6 | 0.7 | 0.7 | 5 | 5 | 7 | -20
CC(=O)c1cc(C#N)c(N2CCOCC2)nc1C | 3 | 1 | 1 | 1.0 | 1.8 | 4 | -15 | 3 | -20

Assay outcomes from PubChem BioAssay.
